Assay outcomes: PubChem, several laboratories
UTI89 phage lysis: inhibition of K1F phage lysis, E. coli UTI89, bacterial capsule biogenesis inhibitors, alamar blue (AID 488966) | 340,000 compounds, 0.02% hits | E. coli UTI89 K1F phage lysis, alamar blue, 2 h; higher % means a stronger effect | one-dose inhibition, % at 100 µM; IC50 in µM for titrated hits;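 active means phage lysis inhibition, versus mean bacterial control, above a set limit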;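 further: capsule biogenesis inhibitors block K1F phage lysis so surviving cells raise fluorescence; higher fluorescence means more inhibition of phage lysis; actives were called in the ten point dose series up to 300 µM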
Siah-1 displacement: Siah-1 peptide-binding antagonists, primary screen, biochemical, fluorescence polarization, rhodamine-plectin, uHTS (AID 1817); one-dose displacement, % at 20 µM; IC50 in µM for titrated hits; Siah-1 / rhodamine-plectin peptide fluorescence polarization; higher % means a stronger effect; 290,000 compounds, 0.02% hits; E3 ubiquitin-protein ligase SIAH1 (Homo sapiens);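 active means displacement of at least 50% at 20 µM, with a fluorescence ratio check between 0.3 and a set limit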;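 further: plate controls were Siah plus tracer with DMSO for no effect and tracer alone without Siah for full effect; strong numbers were not always called active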
Lipid droplet: inhibitors of hepatocyte lipid droplet formation, primary screen, imaging, high-throughput imaging, BODIPY stain | inhibition, % at 6.5 µM | 240,000 compounds, 0.4% hits | AID 1656, 2009 | AML12 mouse hepatocytes, oleate lipid droplets;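 active means lipid droplet intensity inhibited by at least 50%, with more than 500 cells counted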
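Test system: AML12 mouse liver cells; schedule: overnight exposure; technique: high-content imaging of BODIPY-stained droplets and DAPI nuclei; read-out: % inhibition of corrected integrated BODIPY droplet signal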
Lipid droplet cells 6.5 µM: second read-out of Lipid droplet, no call of its own (marks repeat the call); cell count; measured here: cell count, cytotoxicity flag;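 cells counted across two imaged fields per well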
The depositor's hits bear a star; [ ] = remark or other dose. Some of the compounds tested; the hit share may differ from the screen's.

SMILES	UTI89 phage lysis	Siah-1 displacement	Lipid droplet	Lipid droplet cells 6.5 µM
Cc1ccc(OCC(=O)Nc2ccc(S(=O)(=O)N3CCOCC3)cc2)c(C)c1	0.2%	-2%	-10	737
CCN(CCNCC(O)COc1ccccc1C(C)C)c1cccc(C)c1 (stereo not given)	1.0%	8%	7	807
CC(C)CC(=O)Nc1ccc(N2CCN(C(=O)c3cccs3)CC2)cc1	-0.2%	0%	-16	723
CC(C)n1cc(CN2CCC(n3nccc3NC(=O)C3CCCC3)CC2)cn1	1.5%[50 µM]	0%	29	828
Cc1ccc(N(CC(=O)NC2CCCC2)C(=O)c2nsc(Cl)c2Cl)cc1	-0.3%	1%	16	797
COC(=O)CCN(c1ccccc1)S(=O)(=O)c1cc(-c2cc(C)no2)ccc1C	4.8%	3%	9	677
CCn1cc(CN2CCCC(C(=O)Nc3cccc(-n4cccn4)c3)C2)c(C)n1 (stereo not given)	1.3%[50 µM]	0%	1	832
CCOC(=O)CNC(=O)Cn1cnc2c(nnn2-c2ccc(OC)cc2)c1=O	0.1%	1%	-3	805
COc1cc(CN2CCNC(=O)C2CC(=O)NCCCC2CCCC2)cc(OC)c1 (stereo not given)	0.0%	1%	-2	656
O=C(O)c1ccc(/C=C2\SC(=S)N(NC(=O)c3ccccc3)C2=O)cc1	0.2%	2%	-8	846
CCOC(=O)c1c(C)[nH]c(C(=O)NCCc2ccc(OC)c(OC)c2)c1C	0.0%	-3%	8	814
O=C(c1cccs1)N1CCN(c2nc3ccccc3s2)CC1	1.6%[50 µM]	1%	-8	848
COc1ccc(OC)c(N(CC(=O)NC2CCCCCC2)S(=O)(=O)c2ccc(C)cc2)c1	-0.3%	0%	-5	668
COc1ccc(-n2ncc3c2CC(C)(C)CC3NC(=O)Cc2nonc2C)cc1 (stereo not given)	-0.2%	13%	-7	709
CCC(=O)N1CCN(c2ccc(Cl)cc2NC(=S)NC(=O)c2ccco2)CC1	1.7%[50 µM]	0%	-6	629
COc1ccc(C2SCC(=O)N2c2ccccc2)cc1 (stereo not given)	-0.1%[50 µM]	5%	-3	835
CC1CCN(c2ccc3nnc(CCC(=O)Nc4ccc(F)c(F)c4)n3n2)CC1	0.3%	8%	8	747
COc1ccc(CCNC(=O)[C@H](C)NC(=O)N2CCn3c2nc2ccccc23)cc1OC	1.7%	5%	-2	755
COc1ccc(-c2cc(C(=O)NCCCn3ccnc3)c3ccccc3n2)c(OC)c1	0.4%	-4%	-13	812
O=C(C1CCC(=O)N(C2CC2)C1)N1CCN(c2ccc(Cl)cc2)CC1 (stereo not given)	1.9%[50 µM]	13%	14	670
COc1ccc(CNS(=O)(=O)c2cc(Br)cc3c2N(C(C)=O)C(C)C3)cc1 (stereo not given)	0.0%	-6%	-19	719
Cc1ccc2nc(N3CCOCC3)c(C=O)cc2c1	-0.2%	-4%	11	864
Cc1cc(C)c(C#N)c(N2CCN(c3ccccc3F)CC2)n1	0.1%	0%	0	811
Cc1cccc(/C=N/NC(=O)c2ccc(NC(=O)c3ccc(F)cc3)cc2)n1	0.3%	-2%	-2	804
COc1cc2c(cc1OC)C(C)N(C(=O)CCNC(=O)c1ccccc1)CC2 (stereo not given)	0.6%	-2%	-24	677
O=C(O)C1C2C=CC(C2)C1C(=O)Nc1ccc(Cl)c(Cl)c1 (stereo not given)	-0.6%	0%	-2	816
COc1ccc(N(C(=O)c2ccco2)C(C(=O)NC2CCCC2)c2ccc(OC)c(OC)c2)cc1 (stereo not given)	0.1%	5%	-4	693
Cc1cc(C)cc(N(CC(=O)NC2CCCC2)C(=O)CNC(=O)c2cccs2)c1	0.1%	6%	-11	759
COc1ccccc1/C=N/NC(=O)c1nnn(-c2nonc2N)c1-c1cccs1	-0.1%	-1%	-34	744
CN(c1ccccc1)S(=O)(=O)c1ccc(C(=O)OCC(=O)NCc2cccs2)cc1	-0.8%[50 µM]	4%	1	636
CCOC(=O)NCc1ccccc1	1.5%	-2%	-5	788
COc1ccc(OC)c(-c2csc(NC(=O)Cc3ccccc3)n2)c1	-0.5%	-3%	10	757
CCN1C(=NCCc2ccccn2)N[C@@H](c2cccc(F)c2)C(C(=O)OC)=C1C	0.9%	-4%	-11	769
O=C(CSCc1ccco1)N1CCc2ccccc21	-0.2%	-3%	-14	734
O=C(/C=C(\O)c1ccccc1)C(=O)NNC(=O)c1ccccc1[N+](=O)[O-]	-0.6%	-5%	-2	821
Cc1cc(C)c(C)c(OCC(O)CN2CCN(c3ccccn3)CC2)c1 (stereo not given)	0.5%	1%	-29	747
C[n+]1ccc(/C=C/c2c[nH]c3ccc(F)cc23)cc1	-1.8%[50 µM]	-2%	8	868
O=C(O)C1CCCCC1C(=O)Nc1ccc(S(=O)(=O)N2CCCCCC2)cc1 (stereo not given)	0.1%	2%	-1	830
Cc1ccc(C(=O)OCC(=O)c2ccccc2)cc1	-0.1%	5%	2	840
COc1ccc(-c2oc3ncnc(NCCCO)c3c2-c2ccc(OC)cc2)cc1	-0.7%	-2%	-1	848
COC(=O)c1cc(S(=O)(=O)Nc2ccc(C)cn2)c[nH]1	0.1%	7%	-2	772
S=C(Nc1ccc(Cl)cc1Cl)N1CCCC1	0.2%	0%	11	726
COc1ccc(CN2CCN(CCCc3ccccc3)C(CCO)C2)c(O)c1 (stereo not given)	-0.4%	-2%	0	766
COC(C(=O)Nc1ccnn1C1CCN(C(=O)c2ccc(C=O)cc2)CC1)c1ccccc1 (stereo not given)	0.4%	-1%	0	675
COc1ccc(NC(=S)N(CCC(C)C)C2CCN(C(C)C)CC2)cc1	0.0%	3%	-8	752
COc1ccc(NC(=O)c2cccc(N3C(=O)C4C5C=CC(C5)C4C3=O)c2)cc1Cl (stereo not given)	0.5%	3%	11	659
S=C(Nc1ccc(Br)cc1)NC1CCN(Cc2ccccc2)CC1	-0.1%	11%	-2	831
Cc1ccccc1NC(=O)Cn1nc(C)n2cccc2c1=O	0.0%	0%	9	729
C=CCOc1ccccc1CN1CCC(Cc2ccccc2)CC1	1.4%	8%	-9	773
CC1CCN(C(=O)Cn2c(=O)n(Cc3ccco3)c(=O)c3sccc32)CC1	0.4%	4%	-51	768
O=C(CSc1nnnn1-c1ccc(C(=O)O)cc1)NC1CC1	0.9%[50 µM]	0%	-8	665
Cn1c(=O)c2c(SCC(=O)N3CCOCC3)nc(-c3ccccc3F)nc2n(C)c1=O	0.1%	6%	-1	784
Cc1cccc(NC(=O)CSc2nnc(-c3ccncc3)n2CC2CCCO2)c1 (stereo not given)	0.4%	10%	11	769
COc1ccc(-n2nc3c(c2NC(=O)C(C)Oc2ccccc2)CS(=O)C3)cc1 (stereo not given)	-0.1%	-4%	24	688
COc1cccc(CC(=O)Nc2cc(C(F)(F)F)ccc2N2CCCC2)c1	0.0%	6%	-2	842
O=C(CNC(=O)c1ccc(Cl)c([N+](=O)[O-])c1)NCC1CCCO1 (stereo not given)	0.4%	7%	-1	852
Cc1n[nH]c(=S)n1/N=C/c1c(O)ccc2ccccc12	1.6%	-3%	0	839
Cc1cc2oc(C(=O)Nc3nonc3C)c(C)c2cc1Cl	0.3%	9%	13	674
COc1ccccc1CNC(=O)C1CCCN(S(=O)(=O)c2cccc3nonc23)C1 (stereo not given)	0.1%	-10%	-11	745
Cc1nn(CC(=O)Nc2ccc3c(c2)OCO3)c(C)c1Cl	0.2%	2%	-9	734

(list continues)
SMILES	UTI89 phage lysis	Siah-1 displacement	Lipid droplet	Lipid droplet cells 6.5 µM
CCOc1ccc(S(=O)(=O)N2CCN(Cc3ccccc3)CC2)cc1	-1.0%	-4%	-13	793
CN(C)c1ccc(/C=N/NC(=O)C(=O)N2CCCCCC2)cc1	-0.2%	-6%	-28	760
CCN1CCN(C(=O)C(=O)c2cn(CC(=O)N3CCCC3)c3ccccc23)CC1	0.7%[50 µM]	5%	-3	703
Cc1cc(=O)[nH]c(SCC(=O)NC2CCCCC2)n1	0.3%	-6%	24	816
CCCCN(Cc1ccco1)S(=O)(=O)c1csc(C(N)=O)c1	0.3%	7%	-18	690
O=C(COc1ccccc1Cl)Nc1ccc2oc(=O)ccc2c1	0.1%	4%	-3	727
O=C(NCCCc1ccccc1)c1ccc([N+](=O)[O-])cc1Cl	0.7%	2%	-6	835
COc1ccc(C(=O)NCCCNC(=O)c2ccccn2)cc1Br	0.0%[50 µM]	2%	11	812
COc1ccc(-c2cn3cccnc3n2)cc1NC(=O)C(C)C	4.9%	-4%	-8	727
O=C(OCC(=O)C12CC3CC(CC(C3)C1)C2)c1cnccn1	1.7%	-1%	17	713
Cc1cc(/C=C2\SC(=O)N(C)C2=O)c(C)n1-c1ccc(O)cc1	-0.5%	14%	-1	796
c1cnc2ccc(-c3ccc4ncccc4c3)cc2c1	0.2%	0%	16	805
CC(C)c1ccc(CN(C(=O)c2cccs2)C2CCS(=O)(=O)C2)cc1 (stereo not given)	-0.4%	4%	-6	833
Cc1ccc(CCNC(=O)C2CCC(=O)N(Cc3cccc(F)c3)C2)cc1 (stereo not given)	0.0%	2%	-4	806
COc1ccccc1OCc1nnc(SCC(N)=O)n1-c1ccccc1	0.3%	-7%	-18	805

Reformatted as labelled records: part of the list above.
C[n+]1ccc(/C=C/c2c[nH]c3ccc(F)cc23)cc1
  UTI89 phage lysis: -1.8%[50 µM]
  Siah-1 displacement: -2%
  Lipid droplet: 8
  Lipid droplet cells 6.5 µM: 868

O=C(O)C1CCCCC1C(=O)Nc1ccc(S(=O)(=O)N2CCCCCC2)cc1 (stereo not given)
  UTI89 phage lysis: 0.1%
  Siah-1 displacement: 2%
  Lipid droplet: -1
  Lipid droplet cells 6.5 µM: 830

Cc1ccc(C(=O)OCC(=O)c2ccccc2)cc1
  UTI89 phage lysis: -0.1%
  Siah-1 displacement: 5%
  Lipid droplet: 2
  Lipid droplet cells 6.5 µM: 840

COc1ccc(-c2oc3ncnc(NCCCO)c3c2-c2ccc(OC)cc2)cc1
  UTI89 phage lysis: -0.7%
  Siah-1 displacement: -2%
  Lipid droplet: -1
  Lipid droplet cells 6.5 µM: 848

The results go on:
SMILES	UTI89 phage lysis	Siah-1 displacement	Lipid droplet	Lipid droplet cells 6.5 µM
CCOC(=O)CNc1nc(Cl)nc(Nc2ccc(OC)cc2OC)n1	0.1%	8%	-2	841
O=S(=O)(c1ccc(Cl)cc1)N(Cc1ccccn1)Cc1ccccn1	1.2%	-2%	-14	392
O=C(Nc1ccnn1C1CCN(C2CCC2)CC1)c1cccc(F)c1	0.1%	2%	10	691
O=C(Oc1ccc(Br)cc1C(=S)N1CCOCC1)c1cccc([N+](=O)[O-])c1	-0.2%	6%	5	812
CSCCC(=O)N1CCC(CCC(=O)NC2CC2)CC1	0.0%	-8%	31	809
COc1ccc(NC(=O)c2cc(S(=O)(=O)N3CCc4ccccc43)cn2C)c(OC)c1	4.6%	-3%	4	825
Cc1cc(C)cc(-n2ncc3c2CCCC3NC(=O)CN2CCCCC2=O)c1 (stereo not given)	1.4%[50 µM]	7%	8	699
COC(=O)c1ccc(CN2CCC(Oc3cccc(C(=O)N4CCOCC4)c3)CC2)cc1	1.4%[50 µM]	1%	4	679
Cn1cc(S(=O)(=O)N2CCN(c3cccc(Cl)c3)CC2)c(=O)n(C)c1=O	0.2%	-3%	-2	697
Cc1c(C(=O)N2CCCCCC2)c(S(=O)(=O)Nc2ccc(F)cc2)c(C)n1C	0.2%	8%	-6	716
CCOC(=O)/C(=N\Nc1ncnc2ccccc12)c1ccc(OC)cc1	1.0%	4%	-15	795
Cc1ccc(NC(=O)c2cncc(Br)c2)nc1	1.7%[50 µM]	6%	14	805
COc1ccc(C(=O)NCCSCc2ccc(Cl)cc2)cc1OC	0.1%	-1%	-29	825
COc1ccc(N2CCOCC2)c(NC(=O)c2ccco2)c1	0.3%	2%	-9	801
COc1ccc2[nH]c3c(=O)n(CCCC(=O)NC4CCCCC4C)c(=S)[nH]c3c2c1 (stereo not given)	0.5%	-5%	22	697
Cc1ccc(S(=O)(=O)n2nc(OC(=O)c3ccccc3C)cc2N)cc1	-0.4%	2%	26	715
O=C(NC1CCCC1)C1CCC(CNS(=O)(=O)c2ccc(F)cc2)CC1 (stereo not given)	0.0%	-6%	-20	676
Cn1cc(CNC(=O)C2CCC(=O)N(Cc3cccc(C(F)(F)F)c3)C2)cn1 (stereo not given)	-0.1%	1%	-4	689
CCC(C)C(NC(=O)C1CCC(C)CC1)C(=O)NCc1ccco1 (stereo not given)	0.2%	-3%	10	851
CCN1C(=O)c2ccccc2Sc2ccc(C(=O)NCCCN(CC(C)C)CC(C)C)cc21	-0.2%	-2%	26	849

Exported bar-delimited: part of the list above.
mol | UTI89 phage lysis | Siah-1 displacement | Lipid droplet | Lipid droplet cells 6.5 µM
O=C(CSCc1ccco1)N1CCc2ccccc21 | -0.2% | -3% | -14 | 734
O=C(/C=C(\O)c1ccccc1)C(=O)NNC(=O)c1ccccc1[N+](=O)[O-] | -0.6% | -5% | -2 | 821
